Hep lipid drop = inhibitors of hepatocyte lipid droplet formation, primary screen, imaging, high-throughput imaging, BODIPY stain. AML12 mouse hepatocytes, oleate lipid droplets. inhibition, % at 6.5 µM. actives 0.4% (n = 240,000). AID 1656, 2009;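 active = lipid droplet intensity inhibited by at least 50%, with more than 500 cells counted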
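Material – AML12 mouse liver cells · Also added – oleate loading, 100 µM · Compound dosing – 6.5 µM single-point dosing · Times – overnight treatment with compound plus oleate · Measured by – fluorescence imaging, 20x objective, two fields per well · Read-out – percent inhibition of filter-corrected integrated lipid droplet intensity per well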
Dynein cargo inh = inhibitors of GR-EGFP nuclear translocation, primary screen, dynein cargo transport inhibitor project, imaging, high-content, 3617.4 mouse cells; z-score, hits read low; AID 1381, 2008; actives 0.47% (n = 220,000); test concentration mostly 20 µM; stimulated with dexamethasone, 1 µM; stronger effect = lower value;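 active = plate z-score of nuclear minus cytoplasmic receptor signal below a set negative limit, without overly bright fluorescence or cell loss, cut at about -3.5 in these data, passing the limit was not always enough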;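 note: z-score of nuclear minus cytoplasmic ring GR-EGFP intensity difference per well; some compounds called inactive have numbers as strong as hits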
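Schedule: 48 h induction, then 1 h compound, then 30 min agonist, 37 °C. Buffer or medium: tetracycline-free induction medium containing charcoal-stripped FBS. Reagent: 1.0 µM final dexamethasone stimulus. Evaluation: nuclear versus cytoplasmic GR-EGFP signal, averaged per well. Signal: high-content fluorescence imaging after fixation.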
TNAP activation fold = human TNAP enzyme activators, primary screen, biochemical, luminescent, no phosphate acceptor, uHTS (AID 1001); actives 0.03% (n = 200,000); purified TNAP, luminescent activation assay, no phosphate acceptor; higher activation fold means a stronger effect; activation fold at 20 µM; hits with a dose series show EC50 in µM; in the data active = activation fold from about 3, or a potency from the dose series; inactive = the rest, 99 in 100 with activation fold below about 1.6; note: many of its hits are not listed in these tables
Myeloid diff MLP = induction of myeloid progenitor differentiation, primary screen, cell-based, flow cytometry, MLPCN library; AID 624256, 2012; calls only at 10 µM; ER-HoxA9 myeloid progenitors, lysozyme-GFP differentiation; actives 1% (n = 360,000);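 active = normalized GFP-positive differentiation at or above the plate's own cutoff, the solvent-only control mean plus 3 SD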;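 note: cells exposed to compound for four days before flow analysis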
MT stabilizer = microtubule stabilizers in HeLa cells, primary screen, imaging, high-content imaging; HeLa tubulin immunostaining HCS, 24 h; share of cells brighter than vehicle mean+2SD; % tubulin-high responders, % at 10 µM; actives 0.83% (n = 200,000); AID 2205, 2009;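 active = plate Z-score above 3 for both tubulin-high and condensed-nucleus cell shares, with cell loss under 80%, at 10 µM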;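 note: anti alpha tubulin signal scored within the nucleus-defined area of each cell; some results filed as inactive read as strong as hits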
Insulin prom up = insulin promoter activators in MIN6 cells, imaging, high-content screening, mouse beta cells; MIN6 insulin promoter-GFP reporter; stronger effect = higher value; z-score at 5 µM; actives 0.3% (n = 190,000);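 active = z-score above 3 at 5 µM with at least 500 cells counted in the well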
PMI inhibitors = inhibitors of human PMI, primary screen, biochemical, fluorescence intensity, coupled assay (AID 1209). Mannose-6-phosphate isomerase (Homo sapiens). actives 0.42% (n = 190,000). inhibition, % at 20 µM; hits with a dose series show IC50 in µM. purified PMI enzyme, coupled fluorescence intensity; higher % means a stronger effect; in the data active = inhibition above about 50%;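 note: plate controls were DMSO vehicle for no effect and wells lacking substrate for full effect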
T cell modulator = modulators of CD8 T cell-vesicle binding, primary screen, mouse 2C CD8+ T cells, flow cytometry. AID 2052, 2009. calls only at 7 µM. actives 0.068% (n = 330,000). 2C CD8+ T cell-vesicle binding; stronger effect = lower value;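 active = response, share of CD8 T cells binding vesicles, and their 90th percentile fluorescence all below set limits, cut at about 80% in these data, passing the limit was not always enough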
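Material: murine 2C transgenic CD8+ T lymphocytes / Also added: QL9-peptide-loaded Drosophila micro-vesicles bearing Ld, ICAM-1 and B7-1 / Schedule: binding step 1.5 h, 37 °C, antibody labelling 20 min, ice / Signal: flow cytometry, PE anti-B7-1 (FL2) versus Alexa647 anti-CD8 (FL8), PFA-fixed / Evaluation: percent CD8+ FL2 mean versus row control / Benchmarks: naked versus QL9-loaded vesicles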
b-catenin transl = modulators of beta-catenin nuclear translocation, primary screen, imaging, HeLa cells, immunofluorescence, high-content. nuclear translocation activity, % at 5 µM. actives 0.3% (n = 190,000);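 active = nuclear translocation activity above 50% at 5 µM, with a well cell count of 50 or more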;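 note: per-cell ratio of nuclear to cytoplasmic median beta-catenin stain intensity; plate controls were DMSO negative control for no effect and GSK-3 inhibitor IX positive control for full effect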
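Test system: human HeLa cells, native beta-catenin. Compound dosing: 5 µM primary single dose, 0.1% DMSO, 0.02–20 µM confirmation series. Incubation: compound exposure 24 h at 37°C. Detection: beta-catenin immunostaining with DAPI counterstain, 20x imaging, 6 fields/well. Read-out basis: Nuclear/cytoplasmic beta-catenin signal ratio, % activation.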
Dynein cargo inh cytoplasmic EGFP = further read-out of Dynein cargo inh, marked with its call; z-score; measured here: cytoplasmic GR-EGFP intensity; stronger effect = higher value
Dynein cargo inh nuclear GR-EGFP = second read-out of Dynein cargo inh, no call of its own (marks repeat the call); z-score; measured here: nuclear GR-EGFP intensity;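 lower value marks the stronger effect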
Dynein cargo inh cell count = recorded beside Dynein cargo inh, whose call it bears; z-score; measured here: cell count per field
Insulin prom up cell count = also measured in Insulin prom up; calls as there; cell count; measured here: cytotoxicity, nuclei count;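 total cells summed across four imaged fields per well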
Hep lipid drop cells 6.5 µM = also measured in Hep lipid drop; calls as there; cell count; measured here: cell count, cytotoxicity flag;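 cells counted across two imaged fields per well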
b-catenin transl cell count 5 µM = recorded beside b-catenin transl, whose call it bears; cell count; measured here: cell count, cytotoxicity flag
T cell modulator vesicle-bound % = also measured in T cell modulator; calls as there; double positive events, %; measured here: CD8+ vesicle-bound cell fraction;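 binding gate set so that unloaded-vesicle control wells show 10% double positive cells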
MT stabilizer Hoechst-high % = further read-out of MT stabilizer, marked with its call; % Hoechst-high responders; measured here: nuclear condensation Hoechst responders;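 share of cells brighter than vehicle mean plus two SD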
MT stabilizer cytotoxicity % = further read-out of MT stabilizer, marked with its call; toxicity, %; measured here: cytotoxicity by cell density;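 0% = mean cell density of plate MIN control wells and 100% = no cells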
Myeloid diff MLP GFP+ MAC1+ % = further read-out of Myeloid diff MLP, marked with its call; GFP+ MAC1+ double positive, %; measured here: differentiation confirmed by MAC1 staining
An asterisk follows results filed as active; i = inactive; / = not tested or not shown.

SMILES | Hep lipid drop | Hep lipid drop cells 6.5 µM | Dynein cargo inh | Dynein cargo inh cytoplasmic EGFP | Dynein cargo inh nuclear GR-EGFP | Dynein cargo inh cell count | TNAP activation fold | Myeloid diff MLP | Myeloid diff MLP GFP+ MAC1+ % | MT stabilizer | MT stabilizer Hoechst-high % | MT stabilizer cytotoxicity % | Insulin prom up | Insulin prom up cell count | PMI inhibitors | T cell modulator | T cell modulator vesicle-bound % | b-catenin transl | b-catenin transl cell count 5 µM
Cc1cc(C)nc(Nc2ccc(C(=O)O)cc2)n1 | 16 | 803 | 0.32 | -0.2 | 0.93 | 0.61 | 1.1 | i | 1.6 | 1.7 | 2.0 | 0.2 | -0.82 | 867 | 2% | i | 8 | / | /
Cc1nc2cc(N3CCN(C)CC3)c(NC(=O)Cc3ccccc3)cc2c(=O)n1Cc1ccccc1 | / | / | 0.34 | -0.26 | 0.69 | -0.58 | 1.1 | i | 0.4 | 5.3 | 2.7 | 6.1 | -1.8 | 820 | 0% | i | 24 | -0.2 | 1137
CCc1nc(Nc2ccc(OC)c(OC)c2)c2nnn(Cc3ccccc3Cl)c2n1 | -22 | 716 | 0.88 | -0.18 | 0.51 | -0.16 | 1 | / | / | 3.0 | 2.3 | 6.7 | / | / | 0% | i | 26 | -1.8 | 1187
Cc1cccc(NC(=O)c2cccs2)n1 | / | / | 4.4 | -0.095 | 2 | -1.3 | 0.9 | i | 0.3 | 11 | 1.4 | 2.3 | 0.23 | 1096 | -12% | i | 18 | -1.1 | 768
CCOC(=O)N1CCN(CC(O)COCCC23CC4CC(CC(C4)C2)C3)CC1 (stereo not drawn) | 11 | 717 | -0.72 | -0.025 | -0.52 | 0.051 | 1 | i | 0.4 | 0.9 | 1.5 | 7.1 | -2 | 788 | -8% | i | 30 | / | /
CC(=O)Nc1ccc(S(=O)(=O)N=S(C)(C)=O)cc1 | -4 | 637 | 0.22 | -0.26 | 0.18 | 0.7 | 1 | i | 0.7 | 4.1 | 1.0 | 3.0 | 0.05 | 1400 | 3% | i | 25 | -1.4 | 957
CC(C)c1csc2nc3n(c(=O)c12)CCCCC3 | 12 | 750 | 0.14 | -0.29 | 0.36 | -0.16 | 1.1 | i | 0.4 | 3.6 | 3.0 | 5.7 | -0.52 | 1407 | 9% | i | 33 | 0.0 | 1426
CCCCC1=CC2=CC(=O)C(C)(OC(=O)CC)C(=O)C2=CN1CCOC (stereo not drawn) | / | / | -1 | -0.78 | -0.79 | 1.5 | / | i | 1.4 | / | / | / | 0.13 | 1067 | / | i | 23 | -0.3 | 1165
Cc1ccccc1C(=O)NCc1nnc(SCC(=O)N2c3ccccc3Sc3ccccc32)n1C | 1 | 665 | -0.56 | -0.25 | -0.19 | 0.62 | 1.1 | i | 0.0 | 1.6 | 0.9 | 6.8 | 0.39 | 972 | -6% | i | 10 | / | /
Cc1nnc(SCC(=O)Nc2cccc(S(=O)(=O)NC3=NCCCCC3)c2)n1Cc1ccccc1 | -17 | 687 | 0.55 | -0.32 | 0.12 | -0.89 | 1 | i | 0.7 | 1.0 | 1.6 | 5.2 | -0.87 | 1261 | 6% | i | 21 | -1.3 | 1086
Cc1sc(-c2ccccn2)nc1OC(=O)c1ccc(Cl)cc1 | -16 | 582 | -0.03 | 0.31 | -0.2 | 0.13 | 1.2 | i | 2.4 | 2.5 | 1.1 | 8.2 | -0.09 | 1867 | 8% | i | 31 | -2.6 | 1139
OC1CCC(NC(=S)Nc2ccc(SC(F)F)cc2)CC1 (stereo not drawn) | 2 | 669 | 0.93 | -0.042 | 0.8 | -2.1 | 1.1 | i | 0.3 | 2.4 | 1.9 | 8.2 | -0.02 | 1348 | 1% | i | 3 | -0.6 | 1147
O=C(Nc1cc(Sc2nc3ccccc3s2)cc([N+](=O)[O-])c1)c1cccc(F)c1F | -6 | 523 | -0.28 | -0.03 | -0.054 | -1.1 | 1.1 | i | 0.8 | 9.5 | 10 | 16 | -0.12 | 1270 | 16% | i | 15 | / | /
COc1ccc(CCNC(=O)C2CC(=O)N(CCc3ccccc3)C2)cc1OC (stereo not drawn) | -10 | 605 | 0.49 | -0.32 | 0.23 | -0.13 | 1 | i | 0.1 | 1.9 | 1.9 | 5.9 | 0.39 | 1599 | 0% | i | 56 | 0.6 | 864
CCCn1ncc(CN2CCN(CCc3ccccc3)C(CCO)C2)c1C (stereo not drawn) | 3 | 709 | -0.024 | -0.31 | -0.066 | 0.5 | 1 | i | 0.7 | 1.1 | 1.6 | 1.7 | 0.64 | 1384 | -4% | i | 53 | -0.3 | 1175
COc1ccccc1NC(=O)c1ccc(-n2cccn2)c([N+](=O)[O-])c1 | 1 | 715 | -0.22 | -0.35 | 0.46 | 0.93 | 1.1 | / | / | 2.6 | 2.2 | 6.0 | -0.19 | 1627 | 6% | i | 57 | -2.2 | 1026
CCOP(=O)(OCC)C(NC(=O)c1ccc(OC)cc1)c1ccccc1 (stereo not drawn) | -19 | 693 | -1.1 | -0.31 | -0.43 | 0.92 | 1.1 | i | 1.8 | 1.8 | 1.9 | 4.4 | -0.74 | 1103 | -17% | i | 4 | 1.4 | 1052
COc1ccc(-n2c(=O)c3c4c(sc3n(CC(=O)Nc3cc(C)[nH]n3)c2=O)CCCC4)c(OC)c1 | 19 | 698 | 0.2 | -0.35 | -0.29 | 0.24 | 1.4 | i | 0.3 | 2.1 | 2.6 | 7.9 | -0.01 | 1244 | 16% | i | 15 | -0.1 | 1158
CC1=C(C(=O)N2CCOCC2)C(c2c(F)cccc2F)NC(=O)N1 (stereo not drawn) | 9 | 661 | 0.34 | -0.18 | 0.66 | 0.38 | 1 | i | 0.6 | 1.4 | 0.9 | 6.3 | 0.07 | 1637 | -3% | i | 38 | 0.4 | 1060
O=Cc1ccccc1Oc1nc(N2CCOCC2)nc(N2CCOCC2)n1 | 23 | 730 | -0.79 | 0.18 | 0.14 | 0.4 | 1.1 | i | 0.4 | 5.4 | 3.1 | 6.1 | -0.42 | 1585 | 8% | i | 61 | 0.0 | 969
[O-]C1=N/[N+](=C/c2ccccc2)CC1 | 2 | 724 | 0.1 | -0.17 | 0.64 | -1.1 | / | i | 0.3 | / | / | / | -0.29 | 1114 | / | i | 18 | -1.0 | 1298
COC(=O)c1sc(NC(C)=O)c(C(=O)OC)c1C | 6 | 714 | -0.86 | -0.11 | -0.27 | 1.2 | 1 | i | 1.3 | 3.2 | 3.4 | 4.8 | / | / | 16% | i | 30 | -4.5 | 1137
COc1ccc(OC)c2c1sc(=NC(=O)C(C)(C)C)n2C | / | / | 1.5 | 0.2 | 1.2 | -1 | 1.1 | i | 2.7 | 1.8 | 3.9 | 11 | -0.64 | 852 | 4% | i | 21 | / | /
c1ccc(OCCN2CCN(Cc3nc(-c4ccc5c(c4)OCO5)no3)CC2)cc1 | -14 | 724 | -0.41 | -0.26 | -0.057 | 0.35 | 1.1 | i | 0.1 | 3.1 | 2.2 | 1.5 | -0.07 | 1455 | 3% | i | 63 | 2.7 | 925
CC1CCc2nc(N)c(C#N)c(-c3cccnc3)c2C1 (stereo not drawn) | -9 | 683 | -0.57 | -0.27 | -0.26 | 0.36 | 1 | i | 1.0 | 4.5 | 2.9 | 3.6 | 0.3 | 1190 | -10% | i | 23 | -3.1 | 1168
CS(=O)(=O)N(CC(=O)N1CCOCC1)c1ccc2c3c(cccc13)CC2 | 12 | 740 | 0.29 | -0.26 | 0.5 | -0.6 | 1.1 | i | 0.5 | 2.9 | 1.2 | 0.5 | -0.66 | 1254 | 5% | i | 46 | / | /
CN(NC(=O)c1c(Cl)cccc1Cl)c1cccc(Cl)n1 | 5 | 686 | -0.14 | -0.21 | -0.65 | 0.24 | 1.1 | i | 0.9 | 2.7 | 2.2 | 1.1 | -0.42 | 1304 | -6% | i | 8 | -2.8 | 1116

Exported with values under each structure: part of the list above
Every second line gives: Hep lipid drop	Hep lipid drop cells 6.5 µM	Dynein cargo inh	Dynein cargo inh cytoplasmic EGFP	Dynein cargo inh nuclear GR-EGFP	Dynein cargo inh cell count	TNAP activation fold	Myeloid diff MLP	Myeloid diff MLP GFP+ MAC1+ %	MT stabilizer	MT stabilizer Hoechst-high %	MT stabilizer cytotoxicity %	Insulin prom up	Insulin prom up cell count	PMI inhibitors	T cell modulator	T cell modulator vesicle-bound %	b-catenin transl	b-catenin transl cell count 5 µM
> COc1ccc(OC)c2c1sc(=NC(=O)C(C)(C)C)n2C
→ /	/	1.5	0.2	1.2	-1	1.1	i	2.7	1.8	3.9	11	-0.64	852	4%	i	21	/	/
> c1ccc(OCCN2CCN(Cc3nc(-c4ccc5c(c4)OCO5)no3)CC2)cc1
→ -14	724	-0.41	-0.26	-0.057	0.35	1.1	i	0.1	3.1	2.2	1.5	-0.07	1455	3%	i	63	2.7	925
